PAFAH2 inh – PAFAH2 enzyme inhibitors, primary screen, biochemical, fluorescence polarization, human; Platelet-activating factor acetylhydrolase 2, cytoplasmic (Homo sapiens), Q99487; recombinant PAFAH2, FP-rhodamine activity probe; inhibition, % at 3.39 µM; 340,000 tested, 0.99% active; AID 492956, 2010;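 active = inhibition above the mean over all tested compounds plus 3 SD, cut at about 30% in these data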;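 note: inhibitors block probe labeling of enzyme so polarization drops; 0% = enzyme with DMSO and 100% = wells lacking PAFAH2 protein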
pPAFAH inh – pPAFAH enzyme inhibitors, primary screen, biochemical, fluorescence polarization, human. 330,000 tested, 1.5% active. AID 463082, 2010. Platelet-activating factor acetylhydrolase (Homo sapiens), Q13093. recombinant pPAFAH, FP-rhodamine probe fluorescence polarization. inhibition, % at 3.39 µM;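 active = inhibition above the mean inhibition across the screen plus 3 SD, cut at about 25% in these data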;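 note: inhibitors block binding of the rhodamine activity-based probe so polarization drops; 0% = enzyme with DMSO and 100% = wells lacking pPAFAH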
Target sequence (Q13093 whole entry, looked up): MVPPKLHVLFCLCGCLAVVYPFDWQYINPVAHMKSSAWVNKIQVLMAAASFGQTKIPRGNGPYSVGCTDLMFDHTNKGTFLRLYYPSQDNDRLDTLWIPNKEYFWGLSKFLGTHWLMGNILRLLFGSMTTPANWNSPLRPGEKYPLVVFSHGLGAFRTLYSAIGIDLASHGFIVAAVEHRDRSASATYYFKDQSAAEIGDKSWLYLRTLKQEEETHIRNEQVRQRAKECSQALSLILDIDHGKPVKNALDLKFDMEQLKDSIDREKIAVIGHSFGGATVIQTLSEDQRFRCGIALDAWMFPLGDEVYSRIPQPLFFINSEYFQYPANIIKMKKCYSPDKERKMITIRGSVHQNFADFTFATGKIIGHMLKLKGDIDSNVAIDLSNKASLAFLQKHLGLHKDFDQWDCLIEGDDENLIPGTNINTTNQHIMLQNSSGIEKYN
Fam108B counter – mouse Fam108B serine hydrolase inhibitors, primary screen, counter-screen for RBBP9 inhibitor project, biochemical, fluorescence polarization. recombinant Fam108B, FP-Rh probe fluorescence polarization. 300,000 tested, 0.33% active. inhibition, % at 9.51 µM;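 active = inhibition above the screen mean inhibition plus 3 SD, computed separately per campaign, cut at about 18% in these data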;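 note: inhibitors lower polarization as less probe binds the enzyme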
PAD4 inh – human PAD4 inhibitors, primary screen, biochemical, fluorescence polarization, 1536-well format; 330,000 tested, 0.41% active; inhibition, % at 6.36 µM; recombinant PAD4, RCA probe fluorescence polarization; Protein-arginine deiminase type-4 (Homo sapiens), Q9UM07;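 active = percent inhibition above a cutoff equal to the mean of all tested compounds plus 3 SD, cut at about 15% in these data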;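 note: 0% = PAD4 with RCA probe and DMSO and 100% = probe without PAD4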
PAFAH1B2 inh – PAFAH1B2 enzyme inhibitors, primary screen, biochemical, fluorescence polarization, human. Platelet-activating factor acetylhydrolase IB subunit alpha2 (Homo sapiens), P68402. recombinant PAFAH1B2, FP-rhodamine activity probe. inhibition, % at 3.39 µM. 340,000 tested, 1.2% active. AID 492953, 2010;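 active = inhibition above the mean of all tested compounds plus 3 SD, cut at about 24% in these data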;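 note: 0% = enzyme with DMSO and 100% = wells lacking PAFAH1B2; many of its hits are not listed in these tables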
GSTO1 counter – inhibitors of recombinant GSTO1, primary screen, counter-screen for RBBP9 inhibitor project, biochemical, fluorescence polarization; Glutathione S-transferase omega-1 (Homo sapiens), P78417; activity-based probe fluorescence polarization; 300,000 tested, 1.1% active; inhibition, % at 5.96 µM;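 active = inhibition above the campaign mean inhibition plus 3 SD, cut at about 35% in these data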;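 note: 0% = GSTO1-1 with DMSO and 100% = wells lacking GSTO1-1 enzyme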
Target sequence (P78417 whole entry, looked up): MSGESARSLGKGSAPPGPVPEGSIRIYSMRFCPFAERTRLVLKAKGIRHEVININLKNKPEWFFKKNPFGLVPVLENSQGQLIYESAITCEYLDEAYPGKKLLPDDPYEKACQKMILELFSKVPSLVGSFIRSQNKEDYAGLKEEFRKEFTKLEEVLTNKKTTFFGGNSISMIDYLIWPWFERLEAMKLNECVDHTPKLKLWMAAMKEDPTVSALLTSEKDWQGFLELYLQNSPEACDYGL
PAFAH1B3 inh – PAFAH1B3 enzyme inhibitors, primary screen, biochemical, fluorescence polarization, human. Platelet-activating factor acetylhydrolase IB subunit alpha1 (Homo sapiens), Q15102. recombinant PAFAH1B3, FP-rhodamine probe. inhibition, % at 3.39 µM. 340,000 tested, 0.28% active. AID 492972, 2010;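 active = inhibition above the screen-wide average of all tested compounds plus 3 SD, cut at about 25% in these data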;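 note: 0% = enzyme with DMSO only and 100% = wells lacking PAFAH1B3 protein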
LYPLA1 inh – LYPLA1 inhibitors, primary screen, counter-screen for PME1 inhibitor project, biochemical, fluorescence polarization, FP-Rh probe ABPP. 320,000 tested, 0.16% active. inhibition, % at 5.9 µM. AID 2174, 2009. recombinant LYPLA1;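 active = inhibition above the mean of all tested compounds plus 3 SD, set per campaign, cut at about 14% in these data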;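 note: inhibitors block serine hydrolase probe labeling of LYPLA1 so polarization falls; 0% = enzyme with DMSO and 100% = wells lacking LYPLA1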
Target sequence (O75608 whole entry, looked up): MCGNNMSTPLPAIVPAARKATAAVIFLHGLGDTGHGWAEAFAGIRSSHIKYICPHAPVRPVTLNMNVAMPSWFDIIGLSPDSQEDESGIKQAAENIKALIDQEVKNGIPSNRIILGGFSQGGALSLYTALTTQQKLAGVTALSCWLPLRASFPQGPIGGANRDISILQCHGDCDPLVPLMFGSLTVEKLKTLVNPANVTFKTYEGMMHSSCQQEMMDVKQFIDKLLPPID
PME-1 inh – PME-1 inhibitors via competitive probe labeling, primary screen, biochemical, fluorescence polarization, FP-Rh probe, HTS; 320,000 tested, 0.53% active; recombinant PME-1; AID 2130, 2009; inhibition, % at 5.9 µM;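 active = inhibition above the campaign mean of all compounds plus 3 SD, cut at about 26% in these data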;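 note: competitive labeling of PME-1 active site by serine hydrolase directed probe; 0% = PME-1 with DMSO and 100% = wells lacking PME-1 enzyme; inhibitors block probe labeling so polarization falls and inhibition rises; many of its hits are not listed in these tables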
* marks the source's active call; other numbers are inactive results; . = no result given; & = joins results of further samples. Not all compounds are listed; the hit share may differ from the screen's.

SMILES	PAFAH2 inh	pPAFAH inh	Fam108B counter	PAD4 inh	PAFAH1B2 inh	GSTO1 counter	PAFAH1B3 inh	LYPLA1 inh	PME-1 inh
CN1C(=O)C(O)(C2COC(C)(C)CC2=O)c2ccccc21 (centres undefined)	-5	7	1	0	6	11	15	-4	-3
O=C(COc1cccnc1[N+](=O)[O-])NC1CCS(=O)(=O)C1 (centres undefined)	-5	5	-2	-3	-1	-1	-3	1	-6
CCOc1ccc(N2CC(C(=O)NCCN3C(=O)S/C(=C\c4ccc(OC)c(OC)c4)C3=O)CC2=O)cc1 (centres undefined)	6	2	1	-6	5	6	5	-1	6
CCn1c(Cc2ccc(OC)cc2)nnc1SCC(=O)NC1CC1	-2	-7	0	-5	2	1	-2	2	-6
Cc1ccc(OC(=O)c2ccncc2)c(C)c1	-6	7	-3	0	1	-1	7	2	-2
Cc1c(C)c2ccc(OCC(=O)Nc3cccnc3)c(C)c2oc1=O	10	5	0	-1	3	0	9	-1	9
CCCCN(CC)S(=O)(=O)N1CCC(C(=O)NCCCN2CCOCC2)CC1	2	-7	-2	-3	-6	3	-1	0	0
COc1ccc(-c2[nH]ncc2/C=N/NC(=O)c2ccc(Br)cc2)c(OC)c1	-4	-1	-9	-1	5	-8	6	-12	-10
COc1cc(/C=N/NC(=O)c2ccncc2)ccc1O	-7&-2	3&-5	0&-1	-2&-5	3&-2	7&5	9&4	-2&2	-2&-10
COc1cc(OC)cc(C(=O)OC(C)C(=O)NC2CCCc3ccccc32)c1 (centres undefined)	-3	0	.	-2	-1	.	2	-4	6
COCCCNC(=O)/C(C#N)=C/c1c(N2CCN(c3ccc(OC)cc3)CC2)nc2c(C)cccn2c1=O	-5	4	4	1	6	5	8	-2	1
O=C(NNC1=NCCC1)c1cccc(S(=O)(=O)N2CCOCC2)c1	3	6	4	-8	1	5	1	-5	-8
CCn1c(O)c(/C=C2\C=NN=C2c2ccc(C)cc2)sc1=S	-9	-1	-4	-1	-2	-2	-2	-3	-4
O=C(O)/C=C/C(=O)Nc1ccc(Oc2ccccc2)cc1	7	-2	2	0	4	2	7	-1	2
CCOc1ccccc1CNC(=O)c1nn(C)c2c1CS(=O)(=O)c1ccccc1-2	9	1	-1	-4	0	-3	1	-2	1
Oc1ccc(-c2csc(Nc3ccccn3)n2)cc1	1	8	-3	-5	6	7	9	4	5
CCN1C(=O)c2ccc(C(=O)Nc3ccc4c(c3)OCO4)cc2C1=O	-1	2	4	-1	4	-5	8	0	6
O=C(Cc1c(F)cccc1Cl)Nc1cc(S(=O)(=O)N2CCCCC2)ccc1N1CCOCC1	6	1	-3	-1	-3	2	5	2	1
CCC(=O)N1CCc2cc(S(=O)(=O)N3CCCC3)ccc21	3	4	-1	3	3	2	9	-1	-3
CCN(CC(=O)Nc1cccc(S(N)(=O)=O)c1)Cc1nc2ccccc2c(=O)[nH]1	-22	1	2	2	2	11	4	-2	6
COc1ccc(CCNC(=O)Cn2c(-c3nonc3N)nc3ccccc32)cc1OC	6	4	-1	-5	5	1	-2	-2	7
CC(C)N(CCCNC(=O)c1ccc(N2CCCC2=O)cc1)Cc1ccccc1	-2	1	-2	3	7	15	6	3	-5
O=C(CN1CCCCC1)NN(Cc1ccccc1)c1ccccc1	-2	2	4	-6	-5	2	1	4	1
COCCCn1c(=O)c2ccccc2n(Cc2cc(C(=O)OC)ccc2OC)c1=O	-6	0	4	0	7	7	2	-1	-1
O=C(c1cc(COc2ccc(F)cc2Cl)on1)N1C[C@H]2CC[C@H]1C2	1	8	2	-3	1	3	2	-1	-6
N#CC1(NC(=O)COC(=O)CCN=C2NS(=O)(=O)c3ccccc32)CCCCC1	7	-5	3	5	2	2	-3	-1	3
CN1CCN(CCCNC(=O)CCCOc2cc(=O)n(C)c3ccccc23)CC1	15	5	0	-4	3	-6	8	3	3
CC(C)C(NC(=O)OCc1ccccc1)C(=O)O (centres undefined)	7	6	3	1	-30	-2	7	6	6
CCC(=O)OCc1c(C(F)(F)F)nn(C)c1Sc1ccc(Cl)cc1	-4	0	2	0	-1	0	-6	2	8
O=C(CN(c1ccc(Cl)cc1)S(=O)(=O)c1ccccc1)N/N=C/c1ccco1	0	8	-1	4	7	0	6	1	-12
O=C(C1=NN[C@@H]2C(=O)N(c3cccc(C(F)(F)F)c3)C(=O)[C@H]12)c1cnccn1	2	6	-1	-9	1	3	11	3	5
Oc1c(Br)cc(Br)cc1CNc1ccccn1	12	8	1	-1	4	2	11	0	10
O=C(NNC(=O)c1cccc(C(F)(F)F)c1)c1ccc(-n2cnnn2)cc1	-3	0	.	7	0	.	14	.	.
CCn1cc(S(=O)(=O)c2ccc(C)cc2)c(=O)c2cc(F)c(N3CCN(C)CC3)cc21	3	6	3	3	3	5	5	4	-1
CC1CC(C)CN(C(=O)C2CCN(C(=O)Nc3ccccc3)CC2)C1 (centres undefined)	4	3	6	3	10	19	6	5	-1
COc1ccc(CCNC(=O)c2ccccc2NC(=O)c2ccco2)cc1OC	-1	1	1	-5	6	1	4	0	-11
COc1ccc(NC2=CC(c3ccc(F)cc3)N(c3ccc(OC)cc3)C2=O)cc1 (centres undefined)	8	16	3	3	3	2	-3	-3	7
CCn1c2ccccc2c2nnc(SCC(=O)Nc3ncccn3)nc21	3	-2	0	-6	6	-4	0	-1	-4
CCC(=O)Nn1cnc2c(c1=O)C1(CCCCC1)Cc1ccccc1-2	-4	-2	3	-1	33*	-5	4	0	-1
O=C(Nc1ccc(Cl)cc1)c1cc(Br)ccc1OCC(=O)N1CCOCC1	-15	-1	-23	-2	-4	-7	-1	-15	-2
S=c1[nH]ccn1-c1ccccc1Cl	3	5	3	1	0	9	1	2	0
Cc1cccc(OCCn2c(=O)oc3ccc(C)cc32)c1	7	3	2	1	1	5	7	-1	-2
CC1CC1C(=O)OCc1cc(=O)n2cc(Br)ccc2n1 (centres undefined)	-7	2	5	-1	-3	23	1	-1	-1
Fc1c(F)c(F)c(N/N=C/c2c[nH]c3ccccc23)c(F)c1F	8	2	15	0	5	3	8	-7	18
COc1ccc(N2CC(=O)N(c3ccc(OC)c(OC)c3)CC2=O)cc1OC	-1	5	-3	0	2	3	13	3	-3
Cc1ccc2oc(=O)n(Cc3ccc(F)cc3)c2c1	9	5	2	-1	6	1	8	0	1
O=C(COC(=O)CNC(=O)c1ccc(Cl)cc1Cl)NC1CCCCCCC1	5	13	-1	1	1	10	2	1	2
Cc1ccc(S(=O)(=O)Cc2ccc(C(=O)NC3CCCC3)o2)cc1	6	4	4	2	2	2	3	-1	-3
COc1ccc(NC2c3ccccc3C(=O)N2c2cccnc2)cc1 (centres undefined)	6	2	0	6	8	6	0	2	4
Cc1cc(Br)cc2cn[nH]c12	2	0	-1	6	-1	1	0	1	9
c1cnc(Oc2ccc3oc4ccccc4c3c2)nc1	-4	-1	0	0	1	-1	7	0	0
Cc1cccc(N(CC(=O)NC(C)(C)C)C(=O)CNC(=O)c2cccs2)c1C	-1	-5	-3	3	6	0	3	1	1
C/C(=N\NC(=O)C1COc2ccccc2O1)c1ccc(N2CCOCC2)cc1 (centres undefined)	1	3	-3	-1	1	4	4	0	0
O=C(c1ccc(Cl)c(S(=O)(=O)N2CCOCC2)c1)N1CCN(c2ccccc2F)CC1	1	16	4	3	0	1	5	2	6
COC(=O)c1sccc1-n1cccc1C(=O)C(=O)N1CCCCC1	2	-2	-1	-2	8	-1	12	-2	3
O=C(Cc1cccc2ccccc12)NC(NC(=S)Nc1ccccc1Cl)C(Cl)(Cl)Cl (centres undefined)	-40	-12	-46	-12	-18	-16	-33	-32	-62
CCN(C(=O)c1cccc(NC(=O)c2ccccc2)c1)C1CCCCC1	-3	-2	-4	-1	4	-2	8	-1	-5
Cc1ccc(OCCSc2nc(N)cc(N)n2)cc1	2	-1	-2	-3	9	-7	0	-2	-1
O=C(CN1CCN(Cc2cccc(F)c2)CC1)Nc1ccccc1F	-2	4	-1	-4	-1	7	0	1	-3
O=C(CSc1nc2c(cnn2-c2ccc(F)cc2)c(=O)[nH]1)N1CCCc2ccccc21	10	1	-6	-1	10	-12	-4	-8	-3
(more compounds)
SMILES	PAFAH2 inh	pPAFAH inh	Fam108B counter	PAD4 inh	PAFAH1B2 inh	GSTO1 counter	PAFAH1B3 inh	LYPLA1 inh	PME-1 inh
COc1cccc(N2CCN(C(=O)c3cn(Cc4ccccc4)nc3-c3cccnc3)CC2)c1	1	9	.	21*	4	.	3	12	11
COC(=O)c1ccc(N2C(=O)C3C4C=CC(CC4)C3C2=O)cc1 (centres undefined)	-9	8	-1	-1	2	-8	8	0	-1
COC(=O)C(CCCCNC(=O)OCc1ccccc1)NC(=O)CN (centres undefined)	-4	5	0	2	5	4	-3	2	-3
COCCNC(=O)c1ccc(CS(=O)(=O)c2ccccc2OC)o1	6	-3	-2	-6	2	-2	5	1	-1
CC(C)NC(=O)N(C)C[C@H]1Oc2ccc(NC(=O)CCN3CCOCC3)cc2C(=O)N([C@H](C)CO)C[C@@H]1C	2	3	.	-4	10	.	18	.	.
COc1ccc(C(=O)NC(=S)N2CCCCC2c2cccnc2)cc1OC (centres undefined)	6	8	-9	4	-6	-5	-1	0	-6
COc1ccc(CCN2CCCn3c2nc2c3c(=O)n(Cc3ccccc3F)c(=O)n2C)cc1OC	1	5	0	-1	2	2	-6	-2	8
COc1ncccc1C(=O)NC1CCCc2c1cnn2-c1ccc(C)c(C)c1 (centres undefined)	-1	4	-4	2	6	-5	3	-2	3
C=CCC(NCc1ccco1)c1ccc(OC)cc1OC (centres undefined)	.	2	9	-2	.	-1	.	3	-1
CCCOc1ccc(C2=CSC3=NCCN23)cc1[N+](=O)[O-]	3	2	-1	-1	3	1	6	-1	-9
Cc1ccc(C(=O)N2CCN(c3ccc(N4CCOCC4)nn3)CC2)cc1	-1	5	-2	0	-4	-1	-4	0	1
CC(NCCC1(Cc2ccccc2Cl)CCOC(C)(C)C1)c1cccs1 (centres undefined)	-4	0	0	-3	9	-4	-4	1	0
CCC(C(=O)NC(C)c1ccccc1)C(=O)NC(C)c1ccccc1 (centres undefined)	6	9	3	-3	9	-15	9	2	4
CCNC(=S)N/N=C1\C(=O)c2cccc3cccc1c23	-3	-3	2	-2	3	-8	12	4	-1
Cc1cc(-c2nnc(CCC(=O)NC(c3ccccc3)c3ccccc3)o2)no1	5	-2	4	2	-1	-2	2	3	1

2 neighbouring entries out of the list so far, quoted:
SMILES	PAFAH2 inh	pPAFAH inh	Fam108B counter	PAD4 inh	PAFAH1B2 inh	GSTO1 counter	PAFAH1B3 inh	LYPLA1 inh	PME-1 inh
COc1ncccc1C(=O)NC1CCCc2c1cnn2-c1ccc(C)c(C)c1 (centres undefined)	-1	4	-4	2	6	-5	3	-2	3
C=CCC(NCc1ccco1)c1ccc(OC)cc1OC (centres undefined)	.	2	9	-2	.	-1	.	3	-1

Source: PubChem (The Scripps Research Institute Molecular Screening Center)
